Screening results: PubChem, several laboratories
Hck Nef HTS: inhibitors of Nef-activated human Hck kinase, primary screen, biochemical, Z-Lyte FRET, 384-well, Hck-YEEI; Tyrosine-protein kinase HCK (Homo sapiens), P08631; Recombinant Hck-YEEI plus Nef, Z-Lyte FRET kinase assay; inhibition, % at 20 µM; actives 0.68% (n = 220,000); AID 463187, 2010;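 active means Hck-Nef kinase inhibition above about 50%, limit read from the data; inactive means inhibition below that limit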;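 further: 0% = DMSO with Hck plus Nef and 100% = Hck alone without Nef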
TNF death inh: inhibitors of TNF-alpha triggered necroptosis, primary screen, cell-based, Jurkat FADD-/-, single concentration; Jurkat FADD-/- TNF necroptosis rescue, ATP luminescence, 24 h; 0 = TNF only, 100 = no-TNF cells; activation (protection from cell death), % at 10 µM; actives 0.068% (n = 220,000);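 active means activation, meaning protection from cell death, of at least 50% relative to plate controls; inactive means activation below 50%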;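 further: necroptosis triggered by 40 ng/mL TNF-alpha added together with compound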
FXIa inh 1536: human FXIa protease inhibitors, primary screen, biochemical, 1536-well | Coagulation factor XI (Homo sapiens), P03951 | purified FXIa, Boc-Glu-Ala-Arg-AMC fluorogenic substrate | inhibition, % at 5 µM | actives 0.14% (n = 220,000) | AID 798, 2007;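 active means inhibition of at least 40%; inactive means inhibition below 40%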;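 further: fluorescence of freed AMC excited at 355 nm; 0% = enzyme without compound and 100% = no enzyme blank; many of its hits are not listed in these tables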
thrombin 1536: human alpha-thrombin inhibitors, primary screen, counter-screen for coagulation protease inhibitor project, biochemical, 1536-well, fluorogenic AMC substrate; Boc-VPR-AMC fluorogenic substrate cleavage; inhibition, % at 5 µM; actives 0.26% (n = 220,000);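 active means inhibition at or above 40%; inactive means inhibition below 40%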;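 further: 0% = enzyme with no compound and 100% = wells without enzyme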
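Test system: human alpha-thrombin; medium: pH 7.5 Tris-saline with Tween 20; times: reaction at room temperature; signal: AMC fluorescence at 355 nm excitation and 460 nm emission; also added: Boc-VPR-AMC substrate, 15 µM final; dosing: one concentration per compound, 5 µM, with 0.2% DMSO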
Rad51 HR inh: human RAD51 strand exchange inhibitors, primary screen, biochemical, fluorescence | DNA repair protein RAD51 homolog 1 (Homo sapiens), Q06609 | hRad51 DNA strand exchange, fluorescence dequenching | inhibition, % at 10 µM | actives 0.085% (n = 200,000) | AID 1385, 2008;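 active means inhibition above 40% at the single screening dose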;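 further: 0% = DMSO control wells and 100% = blanks with heterologous ssDNA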
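Material: hRad51 filaments on single-stranded DNA; Reagent: Donor/quencher-labelled 47-bp dsDNA substrate; Compound: 10 µM final, single point; Schedule: 37 °C 15-min filament assembly, 30-min compound preincubation, 15-min exchange; Technique: FRET fluorescence, excitation 485 nm, emission 520 nm; Benchmarks: control wells and blank wells on each plate.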
L929 necroptosis: inhibitors of zVAD-triggered necroptosis, primary screen, L929 cells; L929 zVAD necroptosis rescue, ATP luminescence, 24 h; with zVAD 60 µM; viability rescue, % at 10 µM; actives 0.38% (n = 220,000);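 active means activation, scaled between plate controls, above about 75%, limit read from the data; inactive means activation under that limit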;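 further: 0% = zVAD with DMSO and 100% = DMSO alone without zVAD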
KLK5 inh: human KLK5 protease inhibitors, primary screen, biochemical, 1536-well. Kallikrein-5 (Homo sapiens), Q9Y337. recombinant hK5, fluorogenic AMC substrate cleavage. inhibition, % at 5 µM. actives 0.59% (n = 210,000). AID 873, 2007;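 active means inhibition of 40% or more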;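 further: 0% = enzyme controls without compound and 100% = no-enzyme blanks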
FXIIa inh: human FXIIa protease inhibitors, primary screen, biochemical, 1536-well. Coagulation factor XII (Homo sapiens), P00748. purified FXIIa, Boc-QGR-AMC fluorogenic substrate, 2 h. inhibition, % at 5 µM. actives 0.3% (n = 220,000); in the data active means inhibition above about 40%;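 further: 0% = enzyme with no compound and 100% = blank without enzyme; many of its hits are not listed in these tables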
Cl transport mod: KCC2 cotransporter modulators, thallium flux, primary screen, cell-based, HEK293 KCC2, FluoZin-2 fluorescence, MLSMR; B-score of Tl+ flux slope (higher = more flux/activation; lower = inhibition) at 10 µM; actives 2.2% (n = 190,000); KCC2 cells, thallium flux FluoZin-2 fluorescence; Solute carrier family 12 member 5 (Homo sapiens), Q9H2X9;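 active means thallium flux slope and its plate-corrected score both differing from the plate sample mean at a set confidence after two filtering rounds, in either direction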;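 further: slope of fluorescence scaled to starting intensity during 10 to 20 s after thallium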
Numbers without * were called inactive; . = not tested or not shown. Some of the compounds tested. The share of hits here may be higher or lower than overall.

1	C=CCOc1ccc(S(C)(=O)=O)cc1
2	CCN(CC)S(=O)(=O)c1cc(NC(=O)[C@@H](NC(N)=O)C(C)C)ccc1C
3	CCN1CCN(CC(=O)Nc2cc(C)c(C)cc2[N+](=O)[O-])CC1
4	CN1CC=C2C(C#N)=C(N)C(C#N)(C#N)[C@H](c3cccc(Cl)c3)C2C1 (stereo partly specified)
5	CC(C)(C)NS(=O)(=O)c1cnc(Cl)c(Cl)c1

Assay by compound	1	2	3	4	5
Hck Nef HTS	21	7	0	14	0
L929 necroptosis	0.2	1.7	0.9	0.5	-0.5
TNF death inh	2.0	-1.0	3.2	1.8	-2.7
thrombin 1536	-4	-10	-15	1	5
KLK5 inh	-2	-1	4	-10	4
FXIIa inh	9	5	9	14	4
Rad51 HR inh	22	-8	6	-34	-2
FXIa inh 1536	-4	-3	-2	5	8
Cl transport mod	.	0.59	0.75	-0.01	.

6	Cc1cc(S(=O)(=O)NCCN2CCOCC2)c(C)s1
7	COc1ccc(S(=O)(=O)NCCOc2cccc3cccnc23)cc1OC
8	COc1cc(C#N)c(NC(=S)N2CCOCC2)cc1OC
9	CC1(C)OC(=O)C(=CNC(CO)C(=O)O)C(=O)O1 (stereo unspecified)
10	O=c1[nH]c(/C=C/c2ccc3c(c2)OCO3)c([N+](=O)[O-])c(=O)[nH]1

Assay by compound	6	7	8	9	10
Hck Nef HTS	0	16	23	7	25
L929 necroptosis	0.1	-1.1	1.6	0.4	2.1
TNF death inh	0.0	-0.6	0.0	-1.3	0.8
thrombin 1536	-5	11	-1	2	-5
KLK5 inh	3	11	6	-13	6
FXIIa inh	8	30	9	7	15
Rad51 HR inh	-4	-6	-5	12	-2
FXIa inh 1536	-2	42*	10	-1	5
Cl transport mod	0.32	0.00067	.	-0.34	0.16

11	Cc1ccc(-c2nnn(CC(=O)N3CCN(c4ccccc4)CC3)n2)o1
12	CCOC(=O)C1=C(c2ccccc2)NC(=S)NC1c1cccc([N+](=O)[O-])c1 (stereo unspecified)
13	Nc1nc(CSCc2ccccc2)nc(N2CCOCC2)n1
14	C/C(=N\N1CCN(C2c3ccccc3-c3ccccc32)CC1)c1ccco1
15	O=C1c2ccccc2-c2c1cccc2C(=O)N1CCN(C(=O)c2ccco2)CC1

Assay by compound	11	12	13	14	15
Hck Nef HTS	1	5	0	2	-20
L929 necroptosis	0.1	2.3	0.5	0.5	0.4
TNF death inh	-2.7	1.5	-1.2	0.3	-1.4
thrombin 1536	4	-4	-4	-8	0
KLK5 inh	-19	-3	-12	-18	7
FXIIa inh	27	14	15	3	18
Rad51 HR inh	-2	0	3	.	-3
FXIa inh 1536	18	8	-1	-5	9
Cl transport mod	-1.6	1.2	.	0.33	0.79

16	O=c1ccc2ccc(OCc3nnc(-c4ccccc4Br)o3)cc2o1
17	Cc1ccc(C(C(=O)NCc2ccco2)N(C(=O)Cc2cccs2)c2cccnc2)cc1 (stereo unspecified)
18	CCOCCCNC(=O)C(NC(=O)CC1NC(=O)NC1=O)c1ccc(Cl)cc1 (stereo unspecified)
19	NNC(=O)Cn1c(-c2ccccc2)cc(=O)n2ncnc12
20	O=C(CCN1CCOCC1)N/N=C/c1cc([N+](=O)[O-])ccc1OC(F)F

Assay by compound	16	17	18	19	20
Hck Nef HTS	2	16	-1	12	33
L929 necroptosis	0.6	-0.9	1.5	0.2	9.7
TNF death inh	0.2	-2.1	0.5	7.8	1.2
thrombin 1536	5	-1	0	-4	6
KLK5 inh	-4	0	3	-3	1
FXIIa inh	10	6	10	3	13
Rad51 HR inh	-2	.	2	9	-8
FXIa inh 1536	7	2	1	-3	0
Cl transport mod	.	-0.43	.	1.5	-0.25

21	Cc1ccc(-c2[nH]c3ccccc3c2SCCNC(=O)c2ccc(S(=O)(=O)N3CCOCC3)cc2)cc1
22	COC(C[C@H](O)CC(=O)[C@H](C)OCc1ccccc1)OC
23	CCCOP(=O)(c1ccc(N(C)C)cc1)C(Nc1ccccc1)c1ccc(N(C)C)cc1 (stereo unspecified)
24	O=C(O)c1ccccc1NSc1ccccc1[N+](=O)[O-]
25	CCOc1ccc(Cl)cc1S(=O)(=O)N1CCCC1

Assay by compound	21	22	23	24	25
Hck Nef HTS	-4	25	3	19	2
L929 necroptosis	.	-0.7	0.7	0.5	-0.3
TNF death inh	-1.0	-0.7	0.9	-0.9	0.9
thrombin 1536	-6	-1	-2	-13	1
KLK5 inh	-7	0	-4	-3	1
FXIIa inh	2	9	10	11	17
Rad51 HR inh	4	7	6	-12	-8
FXIa inh 1536	-4	-4	8	6	4
Cl transport mod	-1.1	0.31	0.28	0.084	.

26	CCOC(=O)C1=C(C)NC(=O)NC1c1ccc(Br)s1 (stereo unspecified)
27	CS(=O)(=O)N(CC(=O)NCCSc1ccccn1)c1cccc2ccccc12
28	Clc1ccc(-c2ccnc(-n3cccc3)n2)s1
29	Cc1nn(C)c(C)c1C(=O)NN
30	NC(=O)[C@H]1CC2(CC(c3cccc(NC(=O)CC(c4ccccc4)c4ccccc4)c3)=NO2)CN1C(=O)c1ccccc1C(=O)c1ccccc1 (stereo partly specified)

Assay by compound	26	27	28	29	30
Hck Nef HTS	0	3	5	-2	42
L929 necroptosis	-0.5	0.1	4.2	-0.8	0.0
TNF death inh	-3.2	1.2	1.9	1.0	-9.6
thrombin 1536	4	4	3	-7	3
KLK5 inh	-2	2	-10	-4	7
FXIIa inh	11	15	2	12	16
Rad51 HR inh	-3	.	8	0	4
FXIa inh 1536	-5	9	-4	1	4
Cl transport mod	.	0.48	0.28	0.23	-0.91

31	COCCN1C(=O)C(CC(=O)Nc2ccc(C(C)=O)cc2)SC1=Nc1ccccc1 (stereo unspecified)
32	CCCCC1=CC2=CC(=O)C(C)(OC(=O)CC)C(=O)C2=CN1CCc1c[nH]c2ccccc12 (stereo unspecified)
33	Oc1ccc(Br)cc1CNc1ccccn1
34	Clc1cccc(Cl)c1CO/N=C/c1c(-c2ccccc2)nc2n1CCS2
35	CCOc1ccc(C(=O)c2ccc(OCC)c(N)c2)cc1N

Assay by compound	31	32	33	34	35
Hck Nef HTS	3	30	1	-1	1
L929 necroptosis	-0.4	-0.6	0.6	0.0	0.8
TNF death inh	-5.9	3.2	0.9	-2.5	-10
thrombin 1536	-15	-1	4	2	-4
KLK5 inh	-7	3	0	-9	9
FXIIa inh	-2	14	13	4	12
Rad51 HR inh	0	-5	20	-2	-1
FXIa inh 1536	-4	3	4	4	-2
Cl transport mod	0.73	0.07	0.024	0.13	0.53

36	Cc1nonc1C1CCCN1Cc1cn[nH]c1-c1ccc2c(c1)OCO2 (stereo unspecified)
37	CCC(CC)n1[nH]c(=O)cc1N
38	CCN1CCN(C(=O)c2cc3c(=O)n(C)c4ccccc4c3n2C)CC1
39	Cn1c(N)c(Br)c(-c2ccc(F)cc2)c(C#N)c1=O
40	CCOc1ccc(/C=N/OCC(=O)Nc2ccc3c(c2)OCO3)cc1

Assay by compound	36	37	38	39	40
Hck Nef HTS	15	3	8	-23	-2
L929 necroptosis	-0.8	0.2	0.7	2.1	1.1
TNF death inh	-3.6	1.3	0.5	-1.0	0.9
thrombin 1536	-1	2	-4	3	-3
KLK5 inh	.	6	2	3	5
FXIIa inh	5	11	9	.	11
Rad51 HR inh	.	10	1	6	-6
FXIa inh 1536	-1	4	-3	1	1
Cl transport mod	0.78	0.34	-0.21	-2.6	-1.5

41	OC(CNC1CCCc2ccccc21)COc1ccc2ccccc2c1 (stereo unspecified)
42	COCCNC(=O)C(=O)NNS(=O)(=O)c1ccc(Cl)cc1
43	Cc1noc(C)c1N=Nc1ccc(Br)cc1C(=O)O
44	Cc1ccc(/C=C/C(=O)NCc2ccc(S(N)(=O)=O)cc2)o1
45	Cc1ccc(C(=O)Nc2sc3c(c2C#N)CCCCC3)cc1C

Assay by compound	41	42	43	44	45
Hck Nef HTS	-22	13	5	15	-1
L929 necroptosis	1.8	-0.1	0.0	1.6	0.1
TNF death inh	7.1	0.3	0.0	1.1	1.2
thrombin 1536	1	-4	-1	.	-4
KLK5 inh	-7	6	.	-1	1
FXIIa inh	19	1	12	5	4
Rad51 HR inh	-20	9	.	-1	-6
FXIa inh 1536	12	-5	3	3	2
Cl transport mod	-0.26	0.28	-1.5	0.29	0.15

46	CCOC(=O)c1cnc(SCC(=O)c2ccc3c(c2)OCCO3)nc1N
47	Cc1cc(C2C(C#N)=C(N)OC3=C2C(=O)CCC3)c(C)s1 (stereo unspecified)
48	Cc1c(Br)c([N+](=O)[O-])nn1CC(=O)Nc1sc2c(c1C(=O)OC(C)C)CCC(C)C2 (stereo unspecified)
49	CCn1c(COc2ccc(OC)cc2)nnc1SCc1nc2ccccc2c(=O)[nH]1
50	NC(=O)C1(N2CCCCC2)CCN(C(=S)Nc2ccc(S(N)(=O)=O)cc2)CC1

Assay by compound	46	47	48	49	50
Hck Nef HTS	2	-1	-1	11	12
L929 necroptosis	1.7	0.7	-0.6	2.9	0.7
TNF death inh	0.9	-0.8	1.4	0.5	1.9
thrombin 1536	2	-10	-12	-22	-3
KLK5 inh	-14	-36	1	-4	0
FXIIa inh	0	21	9	5	1
Rad51 HR inh	8	28	-1	10	-3
FXIa inh 1536	2	-15	-2	-9	-4
Cl transport mod	.	.	-0.0066	0.86	1.1
